Screens (PubChem BioAssay)
Cneo AK release: causes C. neoformans cell lysis. adenylate kinase release luminescence, 4 h; normalised: neutral wells 0, clomiphene wells 100. lysis activity, % at 15 µM. actives 0.2% (n = 360,000). AID 651654;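 active means mean lysis activity across replicates of at least 80%, whatever share of replicates individually reach that level; inactive means mean lysis activity below 80%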
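Assay system: Cryptococcus neoformans yeast cells / Dosing: single-point compound dose / Timing: 4 h at 37 °C static, read 1 h later / Measured by: luminescence of released adenylate kinase using an AK detection reagent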
PGC1a acetyl inh: modulators of PGC1a acetylation. U2OS PGC1a acetylation, AlphaScreen anti-acetyl-lysine; with virally co-expressed GCN5 acetyltransferase. inhibition, % at 15.6 µM. actives 0.17% (n = 350,000);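 active means every replicate shows inhibition of at least 40%; inconclusive means mean inhibition at least 40% but some replicate below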;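 further: 0% = neutral control wells and 100% = positive control wells; some results beyond the cut were filed as inactive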
Statin myotox sup: suppression of simvastatin myotoxicity. actives 0.78% (n = 330,000). rescue of ATP level, % at 7.49 µM. C2C12 myotubes + simvastatin, ATP luminescence, 48 h; scaled: DMSO 0, geranylgeraniol control 100;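 active means mean ATP rescue above about 67%, or every replicate alone reaching that limit, limit read from the data, passing the limit was not always enough; inconclusive means no clear call, values can overlap the other calls; inactive means mean under the limit and some replicate under it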;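 further: myotubes were challenged with 10 µM simvastatin during compound exposure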
Numbers without * were called inactive; ? = inconclusive. Not all compounds are listed; count on the stated rates, not on these rows.

SMILES	Cneo AK release	PGC1a acetyl inh	Statin myotox sup
CCOC(=O)CCn1c(=O)c2c(nc(Br)n2Cc2ccccc2)n(C)c1=O	1	0	2
O=C(COC(=O)c1cnccn1)c1ccc(Br)cc1	2	11	-4
CC(C)CC(=O)NC(=S)Nc1nc(-c2cccc3ccccc23)cs1	0	-11	-5
CCOC(=O)c1c(C)nc2c(c1-c1ccc(OC)cc1)C(=O)CC(C)(C)C2	2	-17	6
Cc1ccc(/C=c2\sc3nc(-c4ccccc4Br)nn3c2=O)o1	1	-2	12
COc1cccc(NC(=O)Cn2cc(C#N)c3ccccc32)c1	-2	-8	18
COC(=O)C(Cc1ccc(OC(=O)c2ccccc2Cl)cc1)N1Cc2ccccc2C1=O (centres undefined)	1	7	-1
Cc1onc(-c2c(F)cccc2Cl)c1C(=O)NCC1COc2ccccc2O1 (centres undefined)	-2	-1	24
O=C(NC1(C(F)(F)F)NC(=O)N(C2CCCCC2)C1=O)c1cccs1 (centres undefined)	-1	4	-7
CCOCCOC(=O)c1cccc(NC(=O)OCC)c1	-4	-1	2
CCN(CC)S(=O)(=O)c1cccc(C(=O)N[C@H](C(=O)OCC(N)=O)C(C)C)c1	1	-29	4
COc1ccccc1CN1C(=O)C2CC=CCC2C1=O (centres undefined)	5	-7	-2
CCOC(=O)c1c(C)nc2cc(C)ccn12	2	-3	-38
O=c1cc2[nH]c3ccccc3c(=O)n2nc1-c1ccccc1	3	-16	9
COc1ccc(C(C[N+](=O)[O-])c2c(-c3ccccc3)cc3ccccn23)cc1 (centres undefined)	10	1	1
COc1ccc(C2=NOC(C(=O)NCc3ccccn3)C2)cc1 (centres undefined)	-1	-1	13
CC(=O)c1cc2c(cc1NC(=O)C1CC1)OCO2	0	14	5
CSc1ncc(Cl)c(C(=O)Nc2ccc(S(=O)(=O)N3CCOCC3)cc2)n1	6	-1	-6
Cc1ccc(CC23CN4CCN(CC(C4)C2O)C3)c(C)c1 (centres undefined)	4	6	16
Cc1cccc(NC(=O)Nc2cccc(C)n2)n1	-2	1	6
CC1=C(C(N)=O)C(c2ccccc2)n2nc(-c3ccncc3)nc2N1 (centres undefined)	-1	-60	-7
COc1ccc(C2Nc3ccccc3C(=O)N2Cc2ccco2)cc1COc1ccc(NC(C)=O)cc1 (centres undefined)	-1	-1	8
COc1ccc(C2C(C#N)=C(N)N(c3ccccc3)C3=C2C(=O)CCC3)cc1Cn1cc([N+](=O)[O-])cn1 (centres undefined)	-1	-15	4
COc1ccc(/C=N/Nc2snc(SC)c2C#N)cc1OC	-3	-9	-47
O=C(O)c1cscn1	3	-16	1

(listing goes on)
SMILES	Cneo AK release	PGC1a acetyl inh	Statin myotox sup
Cc1c(NC(=O)c2ccccc2NS(=O)(=O)c2ccc(F)cc2)c(=O)n(-c2ccccc2)n1C	0	21	-15
CN1CCN(c2ccccc2NC(=O)c2ccc(OCc3ccccc3)cc2)CC1	4	-40	4
CC(C)NS(=O)(=O)c1ccc(CCC(=O)O)cc1	16	-23	-8
Cc1ccc(C(=O)N/N=C/c2cc(C)n(-c3ccc(Br)cc3)c2C)cc1[N+](=O)[O-]	-1	11	7
Cc1cc(C)c(C(=O)c2ccccc2C(=O)O)c(C)c1	0	-2	9
O=c1ccnc(Sc2ncccc2[N+](=O)[O-])[nH]1	2	0	3
CCNC(=O)c1ccccc1NC(=O)c1cccc(S(=O)(=O)N2CCC(C)CC2)c1	0	-21	-6
N#CCSc1nc2cc(C(=O)N3CCC(C(N)=O)CC3)ccc2c2nc3ccccc3n12	-4	-1	7
CN=CC1=C(O)CC(C)(C)CC1=O	0	3	-22
CCCC1=C(C(=O)OCC)C(c2ccccc2OC)NC(=O)N1 (centres undefined)	0	11	23
Cc1ccc(NCc2nnc(SCC(N)=O)n2CC2CCCO2)c(C)c1 (centres undefined)	1	-12	0
Cc1cc(C)c2c(=O)n(CC(=O)NCCCN3CCOCC3)sc2n1	-4	-11	-8
CCCCNC(=O)CC1N=C2c3ccccc3N=C(SCC(=O)Nc3ccc(OC)cc3)N2C1=O (centres undefined)	3	0	20
COc1cc(/C=C/C(=O)O)cc(OC)c1	-1	11	-4
Cc1c(-c2ccccc2)nc(N)c(C#N)c1-c1cccs1	1	-1	7
Cc1ccc(N2C(=O)[C@@H]3C(c4ccc(F)cc4)=NO[C@@H]3C2=O)cc1	2	9	9
Cc1nc(-n2nnc3cc(C)c(C)cc32)c2c3c(sc2n1)CCCC3	-2	5	-3
CC(=O)N1CCN(Cc2nc3cc(NS(C)(=O)=O)ccc3n2C)CC1	1	-10	23
Cc1nn(CC#N)c(=O)n1-c1ccccc1	-2	2	-2
COc1ccc(CCN2C(=O)c3[nH]nc(-c4ccccc4O)c3C2c2ccc(C)cc2)cc1OC (centres undefined)	-3	-16	6
O=C1CSC(c2cccc(F)c2)N1c1ccccc1F (centres undefined)	3	4	-9
CCOc1cc(/C=C\[N+](=O)[O-])ccc1OCC(=O)Nc1ccccc1C	-1	14	-6
Cc1csc2nnc(N)n12	-8	3	4
CN(C)CCC1Sc2ccccc2Oc2ccccc21 (centres undefined)	3	-1	0
CCOC(=O)CSc1nnc(NCC(=O)OC(C)C)c(=O)[nH]1	-1	4	8

Whole records from above. Screens in order: Cneo AK release | PGC1a acetyl inh | Statin myotox sup
`Cc1cc(C)c2c(=O)n(CC(=O)NCCCN3CCOCC3)sc2n1` is entered as -4 | -11 | -8
`CC1=C(C(N)=O)C(c2ccccc2)n2nc(-c3ccncc3)nc2N1` (centres undefined) is entered as -1 | -60 | -7
`O=C(NC1(C(F)(F)F)NC(=O)N(C2CCCCC2)C1=O)c1cccs1` (centres undefined) is entered as -1 | 4 | -7

(list continues)
SMILES	Cneo AK release	PGC1a acetyl inh	Statin myotox sup
O=C(Nc1ccccc1)O/N=C/c1ccccc1Cl	-4	-6	4
O=C(COc1ccc2ccccc2c1)N1CCN(C(=O)c2cccs2)CC1	-17	-2	6
CN(C)c1ccc(-c2c(-c3ccc4c(c3)OCO4)noc2-c2ccsc2)cn1	1	6	17
COc1ccc(NC(=O)CN(c2ccc(C)cc2)S(=O)(=O)c2c(C)nn(C)c2C)cc1OC	7	-7	1
COc1ccc(CN2CCN(c3cc(C)nc4c5c(C)cc(C)nc5nn34)CC2)cc1F	5	1	3
CC(=O)c1cccc(NC(=O)C(OC(=O)/C=C/c2ccc3c(c2)OCO3)c2ccccc2)c1 (centres undefined)	-2	-11	13
CC(=O)c1cc2c(cc1N)OCO2	3	-11	6
CC(C)CC(OC(=O)c1cccs1)C(=O)NCc1ccco1 (centres undefined)	2	-86	-4
Cc1cc(N2CCN(C)CC2)nc(N2CCOCC2)n1	-2	0	-13
O=C(C1=C(O)C(=O)N(CCN2CCOCC2)C1c1ccccc1)c1cccs1 (centres undefined)	0	-1	8
O=C(O)c1ccc(-n2c(-c3cc(-c4ccco4)[nH]n3)n[nH]c2=S)cc1	0	0	8
Cc1ccsc1C=C1C(=O)c2ccccc2C1=O	-2	5	6
COc1ccc(/C=N/NC(=O)c2csc(-n3nc(C)cc3C(F)(F)F)n2)cc1	2	-1	3
CCOC(=O)c1ccc2nc3c(cc2c1)CCS3	2	2	40
CC(C)OCC(O)CN (centres undefined)	0	-2	97*
CCOC(=O)c1cnc2ccc(Cl)cc2c1NCCN(C)C	-2	-13	7
Cc1cc(C)nc(NC(=O)Cc2cccs2)n1	-1	-6	-5
Cc1occc1C(=O)N1CCN(c2ccc(Cl)c(Cl)c2)CC1	-1	22	-2
COc1ccc(C(=O)/C=C/c2cn(CN3CCN(C)CC3)c3ccccc23)cc1	-2	-28	26
Nn1cc(-c2ccccc2)nc1SCC(=O)N1CCN(S(=O)(=O)c2ccc(Cl)cc2)CC1	0	-12	-8
O=C(Nc1ccccc1F)C1CCN(C(=O)Cc2ccccc2)CC1	-1	6	7
COc1ccc(NS(=O)(=O)c2cccc(-c3nnc4n3CCCCC4)c2)cc1	1	-19	14
Cc1ccc(N2C(=O)c3ccccc3NC2C(C)Cc2ccc3c(c2)OCO3)cc1 (centres undefined)	-1	?	-3
CCc1ccc(NC(=O)CS(=O)CC(=O)NC(C)CCc2ccco2)cc1 (centres undefined)	-1	-21	21
O=S(=O)(N1CCCCCC1)N1CCN(S(=O)(=O)N2CCOCC2)CC1	1	3	17

(more compounds)
SMILES	Cneo AK release	PGC1a acetyl inh	Statin myotox sup
CCCc1nnc(NC(=O)CCC(=O)N2CCCCC2CC)s1 (centres undefined)	0	4	7
COc1ccc(C(=O)N2CCC(N3CCN(c4ccccc4)CC3)CC2)cc1OC	-3	1	-8
CCc1ccc(C2C(C#N)=C(N)SC(N)=C2C#N)s1	-4	6	-7
CC(=O)c1cccc(NC(=O)c2ccc(N(Cc3ccc(C)cc3)S(C)(=O)=O)cc2)c1	0	-31	11
CCOc1cccc(OCCCCN2CCCCC2)c1	0	9	-9
COc1ccc(CC(=O)Nc2ccc(-c3nnc(-c4ccccc4)o3)cc2)cc1	-1	-24	-1
CCCCn1c(-c2ccco2)nc2ccccc2c1=O	3	-6	-17
COc1ccc(OC)c(S(=O)(=O)Nc2c(F)cccc2F)c1	0	-7	-3
Cc1cccc(N2CN=c3s/c(=C\c4ccncc4)c(=O)n3C2)c1	-2	6	-3
CCn1nnnc1SCC(=O)Nc1cccc(NC(C)=O)c1	1	-5	3
O=C(CN(Cc1ccco1)C(=O)c1ccccc1)Nc1ccc(Cl)c(Cl)c1	0	-6	11
CC(=O)C1=C(C)Nc2ncnn2C1c1ccc(Cl)cc1 (centres undefined)	-2	-5	-6
CCN(CC)C(=O)CCn1nc(-c2ccc(C)cc2)c2ccccc2c1=O	2	-1	22
CC1CCCN(C(=O)CSc2nnc(-c3ccc(S(=O)(=O)N4CCOCC4)cc3)n2C)C1 (centres undefined)	-2	-4	0
CCOC(=O)c1ccccc1NC(=O)C(C)Oc1ccccc1 (centres undefined)	0	-15	2
Oc1ccc(-c2nc3ccccn3c2NCc2ccc3c(c2)OCO3)cc1	1	10	-7
CCn1c(COc2ccccc2C)nnc1SCC(=O)N1CCC(C)CC1	-2	-9	-11
Cc1cc(C)c2[nH]c(=O)c(CN(Cc3nnnn3C3CCCC3)C3CCCCC3)cc2c1	4	-9	-1
O=C(c1ccccc1Sc1cccc2ccccc12)N1CCOCC1	3	-8	45
Cc1ccc2[nH]c3nc(SCCN4CCOCC4)nnc3c2c1	0	-3	-17
COc1ccc(-n2c(SCc3nnc(-c4ccccc4)o3)nnc2-c2ccccc2)cc1	-6	-2	-8
COc1cccc(OC)c1C(=O)N1CCN=C1SCc1cccnc1	0	-12	20
CS(=O)(=O)N1CCN(C(=O)c2cc(-c3cccs3)nc3ccccc23)CC1	-2	1	9
Cc1ccc(S(=O)(=O)c2c(N)n(CCC(C)C)c3nc4ccccc4nc23)cc1	7	-10	2
CS(=O)(=O)N(Cc1ccccc1)c1ccc(C(=O)NCc2cccnc2)cc1	-1	3	6

4 compounds out of the list above, ordered by their value in PGC1a acetyl inh, largest number first:
smiles,PGC1a acetyl inh
CCOc1cccc(OCCCCN2CCCCC2)c1,9
Cc1ccc2[nH]c3nc(SCCN4CCOCC4)nnc3c2c1,-3
CCCCn1c(-c2ccco2)nc2ccccc2c1=O,-6
Cc1ccc(S(=O)(=O)c2c(N)n(CCC(C)C)c3nc4ccccc4nc23)cc1,-10

Reprinted at random: four entries already listed, in no set order.
SMILES	Cneo AK release	PGC1a acetyl inh	Statin myotox sup
COc1ccc(CC(=O)Nc2ccc(-c3nnc(-c4ccccc4)o3)cc2)cc1	-1	-24	-1
Cc1c(NC(=O)c2ccccc2NS(=O)(=O)c2ccc(F)cc2)c(=O)n(-c2ccccc2)n1C	0	21	-15
CCN(CC)C(=O)CCn1nc(-c2ccc(C)cc2)c2ccccc2c1=O	2	-1	22
O=C(COc1ccc2ccccc2c1)N1CCN(C(=O)c2cccs2)CC1	-17	-2	6

(next part)
SMILES	Cneo AK release	PGC1a acetyl inh	Statin myotox sup
CCOC(=O)c1c(NC(=O)COc2ncnc3sccc23)sc2c1CCC2	-3	3	-7
COc1ccc(NC(=S)Nc2ccccn2)c(OC)c1	6	5	-30
Cc1nc(NCCc2ccccc2F)c(C#N)c(C)c1[N+](=O)[O-]	-1	-24	38
CC1=C(C(=O)OCc2ccccc2)C(c2ccc(N(C)C)cc2)NC(=O)N1 (centres undefined)	0	-10	15
OC1(c2cccc(C(F)(F)F)c2)CCN(c2ncnc3c2[nH]c2ccc(F)cc23)CC1	-2	-1	-68
COC(=O)c1nn2c(C(F)(F)F)cc(-c3ccc(Br)o3)nc2c1Br	-2	6	-7
O=C(c1cccs1)N1CCN(C2CCN(Cc3ccccc3)CC2)CC1	-3	3	101*
O=C(c1ccccc1)c1nn(-c2ccc(Cl)cc2)c(=O)cc1C(F)(F)F	-8	-179	5
COc1ccc(N2CCN(c3nc4c(c(=O)n(C)c(=O)n4C)n3Cc3ccccc3)CC2)cc1	4	-11	16
O=C(CSc1ccc2ccccc2n1)N1CCC(c2noc3ccc(F)cc23)CC1	-1	-10	2
O=C(CN1CCOCC1)Nc1ccccc1-c1ccccc1	1	-2	11
COc1cccc(COc2ccc3c(C)c(Cc4ccccc4)c(=O)oc3c2)c1	0	-8	12
COc1ccc(S(=O)(=O)N(C)CC(=O)NC2CC2)cc1	0	-17	7
Cc1ccc(OCCC(=O)OCC(=O)N2c3ccccc3CC2C)cc1 (centres undefined)	-1	-6	-1
Cc1ccc(-c2nc(NC(=O)CSc3nnnn3-c3ccccc3)ns2)cc1	0	13	20
CCCn1c(Nc2nc3ccccc3n2C)nc2ccccc21	-2	3	-277
